# MITF primary = MITF inhibitors, primary screen, biochemical, AlphaScreen, human; Microphthalmia-associated transcription factor (Homo sapiens), O75030; AlphaScreen MITF homodimerization, bead proximity signal; inhibition, % at 2.6 µM; 650,000 tested, 0.91% active; AID 1259374, 2018; in the data active = inhibition above about 50%;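 note: 0% = vehicle wells with protein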
# TEAD-YAP inh = TEAD-YAP interaction inhibition, primary screen, TEAD-YAP interaction inhibitor project, luminescence, HEK-TIYL cells | TEAD-Gal4/YAP UAS-luciferase luminescence | inhibition, % at 9.12 µM | 640,000 tested, 1.4% active | AID 1259422, 2018; in the data active = inhibition above about 32%;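 note: 0% = median of test compound wells and 100% = reference inhibitor wells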
# GPR151 ag = activators of human GPR151, primary screen, cell-based, PathHunter beta-arrestin, luminescence | G-protein coupled receptor 151 (Homo sapiens), Q8TDV0 | PathHunter beta-arrestin GPR151 cells | activation, % at 11.2 µM | 650,000 tested, 1% active | AID 1508602, 2020; in the data active = activation above about 4.9%;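 note: 0% = median of compound wells and 100% = cells with positive control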
# Target sequence (Q8TDV0 whole entry, looked up): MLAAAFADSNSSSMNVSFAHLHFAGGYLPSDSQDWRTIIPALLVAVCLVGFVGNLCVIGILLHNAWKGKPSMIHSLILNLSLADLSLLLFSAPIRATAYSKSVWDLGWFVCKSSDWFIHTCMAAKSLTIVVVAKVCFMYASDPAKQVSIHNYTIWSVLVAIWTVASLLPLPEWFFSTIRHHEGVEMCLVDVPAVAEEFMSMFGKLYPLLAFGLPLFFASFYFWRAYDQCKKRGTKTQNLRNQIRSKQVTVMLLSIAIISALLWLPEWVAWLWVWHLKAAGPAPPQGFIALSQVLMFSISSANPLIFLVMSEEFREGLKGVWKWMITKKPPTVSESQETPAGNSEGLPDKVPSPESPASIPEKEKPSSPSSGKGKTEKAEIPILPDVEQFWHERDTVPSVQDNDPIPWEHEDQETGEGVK
# FBW7 activator = FBW7 E3 ligase activators, primary screen, biochemical, AlphaScreen, human; F-box/WD repeat-containing protein 7 (Homo sapiens), Q969H0; AlphaScreen FBW7–phospho-cyclin E peptide binding, activator screen; normalized activity (activation), % at 26.1 µM; 650,000 tested, 0.13% active; in the data active = normalized activity above about 1.9%;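 note: purified mutant Fbw7 with reduced substrate affinity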
# Target sequence (Q969H0 whole entry, looked up): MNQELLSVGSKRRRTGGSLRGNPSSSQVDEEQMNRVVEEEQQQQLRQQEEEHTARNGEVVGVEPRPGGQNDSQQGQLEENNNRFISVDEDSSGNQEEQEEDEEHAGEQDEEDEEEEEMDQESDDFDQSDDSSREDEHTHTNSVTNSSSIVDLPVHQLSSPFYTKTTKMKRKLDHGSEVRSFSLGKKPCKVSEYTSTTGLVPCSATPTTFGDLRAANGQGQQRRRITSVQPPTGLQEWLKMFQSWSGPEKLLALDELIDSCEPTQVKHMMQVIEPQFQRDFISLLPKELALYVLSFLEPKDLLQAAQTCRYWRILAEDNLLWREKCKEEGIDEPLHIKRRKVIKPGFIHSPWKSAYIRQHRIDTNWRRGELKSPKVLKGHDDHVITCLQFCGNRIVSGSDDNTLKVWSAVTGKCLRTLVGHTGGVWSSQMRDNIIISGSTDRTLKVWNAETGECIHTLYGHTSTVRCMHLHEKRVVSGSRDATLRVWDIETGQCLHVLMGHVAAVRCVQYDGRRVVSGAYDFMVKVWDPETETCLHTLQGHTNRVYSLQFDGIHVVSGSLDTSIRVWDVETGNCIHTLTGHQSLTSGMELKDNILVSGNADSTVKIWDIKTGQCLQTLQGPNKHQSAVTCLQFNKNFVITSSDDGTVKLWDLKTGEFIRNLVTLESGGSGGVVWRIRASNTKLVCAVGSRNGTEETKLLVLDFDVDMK
# * hit, by the source's call. This is a random part of the collection; overall some 3.4% were active at least once.
SMILES,MITF primary,TEAD-YAP inh,GPR151 ag,FBW7 activator
CC(=O)c1cc(C(=O)CC(=O)Nc2ccccc2)sc1Nc1ccccc1,-2,-4,-0.9,-0.1
O=C(COc1ccc(/C=N/NS(=O)(=O)c2ccccc2)cc1)Nc1ccc(F)cc1,15,-12,0.2,0.1
CS(=O)(=O)c1ccc(N2CCN(c3ccccc3)CC2)c([N+](=O)[O-])c1,2,3,1.4,0.0
O=[N+]([O-])c1ccc(-c2nc(C=Nc3ccc(Br)cc3)c(O)o2)cc1,4,0,0.4,-0.1
O=C(Nc1ccccc1F)c1snc2c(=O)[nH]cnc12,12,-1,-0.3,0.1
COc1ccc(N2CCN(CCCNC(=O)c3ccc4c(=O)n(Cc5ccc(Cl)cc5)c(=S)[nH]c4c3)CC2)cc1,3,-9,1.1,0.5
O=C(Nc1ccc(N2CCOCC2)cc1)c1cnc(N2CCOCC2)s1,25,8,-2.2,-0.2
CCOc1ccc(NC(=O)Nc2nnc(CSCc3ccc(F)cc3)s2)cc1,-13,-2,1.7,-0.1
COCCn1c(SCC(=O)Nc2nc3c(s2)CCCC3)nnc1C(C)C,-15,0,-0.3,0.3
O=C(CSc1nnc(NC(=O)Cc2cccs2)s1)NCC1CCCO1 (stereo not given),11,2,-1.0,0.1
COc1cccc(/C=N/NC(=O)CSCc2ccccc2)c1O,4,-6,1.3,-0.6
Cc1nn(C(=O)c2ccncc2)c(C)c1Sc1ccc(Br)cc1,-1,2,0.8,0.2
COC(=O)c1ccc2c(=O)n(Cc3ccc(Cl)cc3)c(SCc3cc(C(C)=O)ccc3OC)nc2c1,4,2,-0.7,0.0
CCCCSc1c(C(=O)NC)ccc2c1C(=O)c1ccccc1C2=O,-6,-2,-0.1,-0.1
N#Cc1ccc(CSc2nnc(-c3cccnc3)o2)cc1,17,17,-1.3,0.8
O=C(CCN1C(=O)COc2ccccc21)N1CCCC1,19,-10,0.5,0.5
CCCCSCCCNC(=O)c1ccc(CNS(=O)(=O)c2ccc(F)cc2)cc1,3,-1,0.7,0.0
O=C(Cc1cccc(F)c1)Nc1ccc(N2CCC(NCC3CCOCC3)CC2)cc1,-6,-7,1.7,-0.3
COc1ccc(CNC(=O)[C@@H](NC(N)=O)C(C)C)cc1OC,2,0,0.3,0.1
COc1ccc(C(=O)Nc2c3c(nn2C(C)(C)C)CSC3)c(OC)c1,1,-2,2.8,-0.1
CC(C)CC(=O)Nc1ccnn1C1CCN(Cc2ccncc2)CC1,-9,-6,-0.5,0.0
CC(NC(=O)c1cc2ccccc2oc1=O)c1ccncc1 (stereo not given),5,-4,3.3,0.1
CCOc1ccc(-c2ccc(NC(=O)c3ccc(Br)o3)cc2)nn1,9,-16,-1.1,0.2
COCCNc1nc2c(-c3cccc(C(F)(F)F)c3)nnn2c2ccccc12,22,8,-0.8,-0.1
CCOc1ccc(NC(=O)c2ccccc2NC(=O)c2ccc([N+](=O)[O-])cc2)cc1,-5,0,-0.5,-0.1
CS(=O)(=O)c1ccc2nc(NC(=O)c3cccs3)sc2c1,2,18,-8.5,0.0
O=C1c2ccccc2C(=O)N1COc1ccc(Br)cc1Br,1,6,0.9,0.0
Cc1ccc2c(c1Br)C1(C(=O)N2)C(C#N)=C(N)Oc2n[nH]c(-c3ccc4c(c3)OCO4)c21 (stereo not given),6,1,-0.2,-0.1
COc1ccc(S(=O)(=O)N2CCN(c3ccccc3F)CC2)cc1,22,-11,0.2,0.3
S=c1[nH]nc(COc2ccc(Cl)cc2Cl)n1-c1cccc2ccccc12,23,3,0.4,0.3

# As entered above.
# `CS(=O)(=O)c1ccc2nc(NC(=O)c3cccs3)sc2c1` in FBW7 activator is entered as 0.0
# `CC(C)CC(=O)Nc1ccnn1C1CCN(Cc2ccncc2)CC1` in GPR151 ag is entered as -0.5
# `Cc1ccc2c(c1Br)C1(C(=O)N2)C(C#N)=C(N)Oc2n[nH]c(-c3ccc4c(c3)OCO4)c21` (stereo not given) in GPR151 ag is entered as -0.2
# `COCCNc1nc2c(-c3cccc(C(F)(F)F)c3)nnn2c2ccccc12` in GPR151 ag is entered as -0.8

# (further entries)
SMILES,MITF primary,TEAD-YAP inh,GPR151 ag,FBW7 activator
CC(C)(C)NC(=O)C(=O)NNC(=O)c1cccc([N+](=O)[O-])c1,16,-13,-1.6,0.1
CCN(CC)C(=O)c1sc(NC(=O)c2ccco2)c(C#N)c1C,2,-3,0.9,-0.2
COc1ccc(/C(N)=N/OC(=O)c2cc(OC)c(OC)cc2OC)cc1,-5,-8,0.3,0.0
Cn1c(NC(=O)c2ccccc2)nc2ccccc21,10,16,-6.4,-0.2
COc1nc(NCCCN2CCCC2=O)nc(Nc2cccnc2)n1,-14,-3,0.5,0.0
CN(C)S(=O)(=O)c1ccc(Cl)c(NC(=O)CN2C(=O)CCC2=O)c1,0,0,-0.1,0.0
COc1cccc(CNCCC2CCC(=O)N2CCc2nc3ccccc3[nH]2)c1 (stereo not given),-16,-11,0.5,0.0
CCCC1=C(C(=O)OCC)C(c2cccs2)C(C#N)=C(N)O1 (stereo not given),-12,-2,-0.1,0.0
COc1ccc(NC(=O)COC(=O)C(CC(C)C)NC(N)=O)cc1Cl (stereo not given),3,5,-0.9,0.1
Cc1ccc(NC(=O)CCNS(=O)(=O)c2ccc3[nH]c(=O)ccc3c2)c(C)c1,10,-1,-0.3,0.0
O=[N+]([O-])c1cccc(CSc2nc3ccccc3n2S(=O)(=O)c2ccc(Br)cc2)c1,-4,6,-1.2,-0.4
CN(Cc1ccccc1)C(=O)CN1C(=O)NC2(CCCc3sccc32)C1=O (stereo not given),16,-5,-0.9,0.0
COc1ccc(/C(N)=N/OC(=O)c2ccc(OC)c(OC)c2)cc1,1,-11,-0.1,0.0
CC(C)(C)C1CCc2c(sc(NC(=S)NC(=O)c3ccccc3)c2C#N)C1 (stereo not given),13,-7,0.7,0.1
CC(C)c1cc(C(=O)N2CCOc3ccc(C(O)c4ccncc4)cc3C2)n[nH]1 (stereo not given),10,-3,1.7,0.0
O=C(Cn1c(NCCO)nc2ccccc21)c1ccc(Br)s1,2,-9,-0.8,0.0
Cc1nnc(SC(C(=O)NC(N)=O)C(C)C)n1-c1ccccc1 (stereo not given),9,8,-1.9,0.1
O=C(CN1C(=O)[C@@H]2CCCN2C(=O)c2ccccc21)NCc1ccccc1Cl,2,6,-0.4,0.3
CCCCCCc1cc2cc(-c3nnc(-c4ccc(Br)cc4)o3)c(=O)oc2cc1O,11,-2,0.8,0.1
CCOC(=O)c1c(C)oc2ccc(OCC(=O)c3ccc(Br)cc3)cc12,10,7,1.9,1.0
COc1ccc(NC(=O)N2CCCC2C(=O)Nc2ccc(NC(C)=O)cc2)cc1 (stereo not given),19,15,1.1,0.1
Cc1c(C(=O)N(Cc2ccc(N(C)C)cc2)Cc2ccco2)sc2ncn(Cc3cccc(F)c3)c(=O)c12,16,1,-0.8,0.1
Cc1cccc(N2CC(c3nc4ccccc4[nH]3)CC2=O)c1C (stereo not given),18,10,0.9,0.0
CCOC(=O)C1CCCCN1Cc1c(F)cccc1F (stereo not given),0,-2,0.2,-0.3
CC(C)=C(NC(=O)c1ccccc1)C(=O)N/N=C/c1ccc(Cl)c([N+](=O)[O-])c1,10,10,-0.6,0.1
C=CCN(C(=O)Cc1c(C(=O)O)[nH]c2ccccc12)c1ccccc1,5,13,-1.2,1.0
C=CCNC(=O)c1ccc(NS(C)(=O)=O)cc1,3,1,0.3,0.0
COc1ccc(N2CCN(S(=O)(=O)c3ccc(F)c(C(=O)Nc4cc(OC)ccc4OC)c3)CC2)cc1,-3,10,-1.5,0.1
COc1nc(Nc2cc(OC)c(OC)c(OC)c2)nc(-c2cccc(C(C)=O)c2)n1,5,3,-0.1,-0.1
CCCN1C(=O)CN(C2CCCCC2)C(=O)C1c1ccc(OCC)c(OC)c1 (stereo not given),-3,-10,-1.0,-0.4

# Profiles as entered above:
# COc1ccc(NC(=O)N2CCCC2C(=O)Nc2ccc(NC(C)=O)cc2)cc1 (stereo not given) is entered as MITF primary = 19; TEAD-YAP inh = 15; GPR151 ag = 1.1; FBW7 activator = 0.1
# CCOC(=O)C1CCCCN1Cc1c(F)cccc1F (stereo not given) is entered as MITF primary = 0; TEAD-YAP inh = -2; GPR151 ag = 0.2; FBW7 activator = -0.3

# Going on with the list:
SMILES,MITF primary,TEAD-YAP inh,GPR151 ag,FBW7 activator
CN(CCCC(=O)NNC(=O)c1ccco1)S(=O)(=O)c1ccc([N+](=O)[O-])cc1,5,-12,2.0,0.1
CC1=CN2C(=O)NC(C(F)(F)F)(C(F)(F)F)N=C2C=C1,-14,-4,1.9,0.0
OCC1CCCN1c1nccc(NCc2cccc(C(F)(F)F)c2)n1 (stereo not given),-4,43*,0.7,-0.1
OCc1ccc(OCc2ccc(F)cc2)c(Cl)c1,20,-41,-2.5,0.5
O=C1OC(c2ccc(Cl)cc2)=N/C1=C\c1ccccc1Br,7,-1,-0.3,0.0
CCN(CC)c1ccc(NS(=O)(=O)c2ccccc2)cc1,1,-3,-1.0,0.0
Cc1noc(C)c1C(=O)NCCCc1ccccc1,-6,3,-0.1,-0.1
COC(=O)C[n+]1cccc2ccccc21,-4,2,-0.1,-0.1
Nc1ccc2c(c1)C(=O)N(c1ccc(-c3nc4ccccc4[nH]3)cc1)C2=O,45,-68,0.2,0.2
COCCNC(=O)c1cc2c(=O)n3cccc(C)c3nc2s1,-12,-10,-1.9,0.1
O=C(NCc1ccccc1)/C(=C/c1ccccc1F)NC(=O)c1ccccc1,-7,-1,4.2,0.2
COc1ccc2c(c1)OC(C)CN(CCC(=O)NCCOc1cccnc1)C2 (stereo not given),9,4,-0.3,0.0
O=C1c2ccccc2C(=O)N1CCCc1nc(-c2ccc(Br)cc2)no1,5,2,-2.0,0.0
CC(=O)Nc1c(O)nc(SCC(=O)N2CCN(c3ccc(F)cc3)CC2)[nH]c1=O,3,2,-1.5,-0.1
CCCNc1ccnc2c(-c3ccc(N4CCN(C)CC4)nc3)cnn12,1,-56,1.9,-0.7
O=C(Nc1ccc2c(C(F)(F)F)cc(=O)oc2c1)C1OC2OC3(CCCCC3)OC2C2OC3(CCCCC3)OC12 (stereo not given),12,4,0.4,0.1
CC(C)n1cc(C=C2C(=O)NC(=S)NC2=O)c2ccccc21,3,2,3.6,-0.1
CC(C)OC(=O)CSc1nc2cccnc2n1C1CCCCC1,11,-8,4.2,0.7
Cc1cc(C)nc(-n2nc(C(C)(C)C)cc2OCC(=O)N2CCN(c3ccccc3)CC2)n1,-9,-2,0.3,-0.1
O=C(NC(=S)Nn1cnnc1)C1CCCCC1,17,-3,-0.1,0.2
C/C(=N/NS(=O)(=O)c1ccc(C)cc1)c1ccccc1,1,-7,-0.8,0.0
Cc1ccc(S(=O)(=O)NCCC(=O)O)cc1C,11,8,0.1,-0.1
FC(F)(F)c1ccc(Cn2cnc3c(Nc4ccccc4)nc(Nc4cnccn4)nc32)cc1,7,0,-1.5,0.1
CCOc1ccc(N2C(=O)CC(Cc3cccc(C)c3)C2=O)cc1 (stereo not given),7,-5,-0.6,0.5
N#C/C(=C\c1ccc(I)o1)C(=O)Nc1ccc(F)cc1,-1,-21,0.4,0.0
Cc1ccc(-c2nnc(N(C)C(=O)Cc3ccccc3)s2)cc1,12,0,-0.6,0.1
CCc1ccc(N2CC(O)Cn3c2nc2c3c(=O)n(C)c(=O)n2C)cc1 (stereo not given),6,6,2.0,-0.3
CC(=O)Cc1nsc(NC(=O)c2sc3ccccc3c2Cl)n1,-8,-23,2.5,0.1
CCn1c(NC(=O)C23CC4CC(C2)CC(n2cnc(Cl)n2)(C4)C3)nc2ccccc21,-7,-1,1.0,0.0
CCOc1ccc(NC(=O)CSCc2cccc(C)c2)cc1,-3,-6,4.1,0.1

# A different layout for five compounds above.
# Each structure is followed by: MITF primary | TEAD-YAP inh | GPR151 ag | FBW7 activator
Cc1noc(C)c1C(=O)NCCCc1ccccc1
 : -6 | 3 | -0.1 | -0.1
CCOc1ccc(NC(=O)Nc2nnc(CSCc3ccc(F)cc3)s2)cc1
 : -13 | -2 | 1.7 | -0.1
O=C(CCN1C(=O)COc2ccccc21)N1CCCC1
 : 19 | -10 | 0.5 | 0.5
O=[N+]([O-])c1ccc(-c2nc(C=Nc3ccc(Br)cc3)c(O)o2)cc1
 : 4 | 0 | 0.4 | -0.1
Cc1nnc(SC(C(=O)NC(N)=O)C(C)C)n1-c1ccccc1 (stereo not given)
 : 9 | 8 | -1.9 | 0.1

# The list continues:
SMILES,MITF primary,TEAD-YAP inh,GPR151 ag,FBW7 activator
CC(C)(C)NC(=O)NC(=O)COC(=O)CCCc1c[nH]c2ccccc12,-7,7,1.0,-0.2
Cc1cc(C)n2nc(C(=O)OCC(=O)Nc3ccccc3Cc3ccccc3)nc2n1,-6,2,2.9,0.0
CCc1cc(CNC(=O)c2ccc(OC3CCN(Cc4ccccn4)CC3)cc2)on1,10,11,0.4,0.1
CCc1nc2ccccc2c(C(=O)OCC(=O)Nc2ccc(C(N)=O)cc2)c1C,6,12,-0.7,0.0
CSc1ccc(/C=N\NC(=O)Cc2cccn2C)cc1,28,-26,-1.3,0.6
COc1cccc(OC)c1OCC(O)CN1C(C)CCCC1C (stereo not given),13,0,-0.6,0.1
CCC(=O)Nc1ccc(C(=O)Nc2ccccc2C#N)cc1,51*,-9,-1.2,0.1
CCOC(=O)c1nnn(-c2nonc2N)c1-c1cccs1,8,11,-1.4,0.4
CC1CC(C)CN(S(=O)(=O)c2ccc(NN)nc2)C1 (stereo not given),-11,-7,-0.5,0.0
COc1ccc(C(=O)NCc2cccc3ccccc23)cc1OC,8,13,-1.8,0.5

# Screens: PubChem, The Scripps Research Institute Molecular Screening Center
